From PubChem BioAssay
Polio RdRp inh: poliovirus RNA polymerase inhibition; 0.66% of 150,000 active; poliovirus polymerase elongation, fluorescence polarization; hits give low values; % elongation, % (compound at 16.7 µg/mL); AID 588519; in the data active = % elongation below about 90%; also: some results filed as inactive read as strong as hits
Target sequence (P03300 1749-2209 limits assumed): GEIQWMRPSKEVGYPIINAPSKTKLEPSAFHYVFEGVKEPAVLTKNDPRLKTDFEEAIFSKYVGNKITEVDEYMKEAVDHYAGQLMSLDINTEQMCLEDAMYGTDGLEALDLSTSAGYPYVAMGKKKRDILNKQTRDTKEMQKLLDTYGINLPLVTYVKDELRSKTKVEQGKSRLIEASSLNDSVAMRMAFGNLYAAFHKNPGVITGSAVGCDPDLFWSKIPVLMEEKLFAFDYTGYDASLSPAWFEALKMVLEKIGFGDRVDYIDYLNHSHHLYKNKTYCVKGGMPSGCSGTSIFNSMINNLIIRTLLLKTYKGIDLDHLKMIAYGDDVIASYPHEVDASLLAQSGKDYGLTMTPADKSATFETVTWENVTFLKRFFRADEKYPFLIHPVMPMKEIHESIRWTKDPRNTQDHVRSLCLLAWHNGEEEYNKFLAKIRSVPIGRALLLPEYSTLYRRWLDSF
Polio RdRp inh FP z-score: recorded beside Polio RdRp inh, whose call it bears; z-score; measured here: FP z-score; hits read low
An asterisk follows results filed as active. An excerpt, so the mix of outcomes need not match the whole.

Results follow in this order: Polio RdRp inh	Polio RdRp inh FP z-score
#1 CCOc1cc(/C=C/C(=O)C2C(=O)C=C(C)OC2=O)ccc1OC (stereo not given)
 : 136.0	3.3
#2 O=C(CSc1nncs1)NC1CCCc2ccccc21 (stereo not given)
 : 108.0	0.8
#3 CC1CCCCC1NC(=O)C1CCN(C(=O)c2cc3sccc3n2Cc2ccc(F)cc2)CC1 (stereo not given)
 : 101.0	-1.2
#4 O=C(CC(c1cccs1)N1Cc2ccccc2C1=O)Nc1cccc(F)c1 (stereo not given)
 : 108.0	0.1
#5 CCOc1ccc(NC(=O)COC(=O)CCC2CCCCC2)cc1
 : 101.0	-0.2
#6 CCOC(=O)c1c(-c2ccc(Cl)cc2)nn2c1NCN(Cc1cccc(OC)c1)C2
 : 100.0	0.1
#7 Cc1ccc(CNC(=O)c2cc(-c3ccc(C)cc3)nc3n[nH]c(-c4ccc(F)cc4)c23)cc1
 : 107.0	0.3
#8 COc1ccc(/C=C2/C(=O)c3ccc(C(=O)O)cc3C2=O)cc1OC
 : 103.0	0.4
#9 O=C(Nc1ccc(S(=O)(=O)Nc2ccccc2Oc2ccc(Cl)cc2Cl)cc1)C1CC1
 : 103.0	0.1
#10 CCC1(C)CC(=O)N(c2ccc(C(=O)O)c(O)c2)C1=O (stereo not given)
 : 102.0	0
#11 CC1CN=C(N(C(=O)Nc2ccccc2)c2ccc(OC(F)(F)F)cc2)S1 (stereo not given)
 : 102.0	-0.1
#12 CCOc1ccc(NC(=O)CCC(=O)n2nc(-c3ccccc3)cc2-c2ccccc2)cc1
 : 100.0	-0.1
#13 CCN(CC)CC#CCN1c2ccccc2Sc2ccccc21
 : 100.0	-0.3
#14 CC(=O)N/C(=C\c1ccccc1)C(=O)NC1CCCCC1C (stereo not given)
 : 102.0	0.3
#15 CN1C(=O)c2ccc(C(=O)NCc3ccccc3)cc2C1=O
 : 103.0	0.8
#16 COc1ccccc1CNC(=O)c1cc2c(s1)-c1ccccc1OC2
 : 100.0	-1.3
#17 COc1ccc(CNC(=O)CCCn2nc(C)c3sc4ccccc4c3c2=O)cc1OC
 : 111.0	0.2
#18 Cc1cccc(N(CC(=O)NCCSCc2ccccc2)S(=O)(=O)c2ccccc2)c1C
 : 107.0	0.8
#19 CC(=O)N1CCCc2ccc(NS(=O)(=O)c3cccc(Cl)c3)cc21
 : 113.0	1.2
#20 CCCCN(CC)S(=O)(=O)c1c(C)[nH]c(=O)[nH]c1=O
 : 102.0	0.5
#21 COC(=O)c1cc(NC(=O)c2c(-c3ccccc3)noc2C)cc(C(=O)OC)c1
 : 106.0	0.8
#22 CCN(CC)c1ccc(NC(=O)CN2CCN(c3ccccc3F)CC2)cc1
 : 106.0	0.1
#23 CCCCC(=O)Nc1cc(-c2nc3cccnc3s2)ccc1C
 : 105.0	-0.7
#24 CCOc1ccc(CCNC(=O)c2cnc3sc(N4CCCCC4)nn3c2=O)cc1
 : 109.0	0.5
#25 COc1ccc(-c2c(C)c3ccc(O)cc3oc2=O)cc1OC
 : 103.0	0.3
#26 S=c1[nH]n(Cc2ccccc2)c(=NCc2ccccc2)s1
 : 95.0	-1.6
#27 CSc1cccc(NC(=O)C2CCCN(C(=O)c3cnn(-c4ccc(F)cc4)c3-n3cccc3)C2)c1 (stereo not given)
 : 101.0	-0.2
#28 O=C(CNC(=O)c1cccs1)NCc1cccs1
 : 98.0	-2.3
#29 O=C1c2ccccc2C(=O)N1C1CCCCC1N1C(=O)c2ccccc2C1=O (stereo not given)
 : 97.0	-0.6
#30 COC(=O)C1=C(C)NC(SCC(=O)c2cccs2)=C(C#N)C1c1ccc2c(c1)OCCO2 (stereo not given)
 : 105.0	0.4
#31 COc1cc(C2C(C(=O)OCC(C)C)=C(C)N=C3SCCC(=O)N32)ccc1OCc1ccccc1 (stereo not given)
 : 103.0	-0.4
#32 Cc1ccc(Cn2c(=O)cc(C(=O)NC3CCCCC3)c3ccccc32)cc1
 : 101.0	-0.3
#33 Cc1ccccc1Nc1nc(N)nc(COC(=O)CCN2C(=O)C3CC=CCC3C2=O)n1 (stereo not given)
 : 109.0	0.8
#34 Cc1cnc(NC(=O)C(C)N2CCN(C)CC2)s1 (stereo not given)
 : 99.0	-1.6
#35 Cc1ccc(C2N=C3C=C(NC(=O)c4cccnc4)C=CC3O2)cc1C (stereo not given)
 : 108.0	0.6
#36 COc1ccccc1N1CCN(C(=O)COc2ccccc2C#N)CC1
 : 101.0	-1.6
#37 O=C(CN1C(=O)C2(OCCCO2)c2ccccc21)NCCc1ccccc1
 : 101.0	-0.2
#38 N#CC(C(N)=O)=C1CCCCC1
 : 98.0	-0.9
#39 Cc1cc(C(=O)CSc2nncn2C)c(C)n1CC1COc2ccccc2O1 (stereo not given)
 : 109.0	0.9
#40 COc1ccc(S(=O)(=O)N2Cc3ccccc3CC2C(=O)Nc2ccc(C)cc2C)cc1OC (stereo not given)
 : 105.0	0.2

Random excerpt: 2 records from the list.
Results follow in this order: Polio RdRp inh	Polio RdRp inh FP z-score
#23 CCCCC(=O)Nc1cc(-c2nc3cccnc3s2)ccc1C
 : 105.0	-0.7
#22 CCN(CC)c1ccc(NC(=O)CN2CCN(c3ccccc3F)CC2)cc1
 : 106.0	0.1

Compound profiles (already shown). Order of values: Polio RdRp inh | Polio RdRp inh FP z-score
`CCOc1ccc(CCNC(=O)c2cnc3sc(N4CCCCC4)nn3c2=O)cc1` is listed with 109.0 | 0.5
`O=C1c2ccccc2C(=O)N1C1CCCCC1N1C(=O)c2ccccc2C1=O` (stereo not given) is listed with 97.0 | -0.6

The list goes on:
Results follow in this order: Polio RdRp inh	Polio RdRp inh FP z-score
#41 Cc1ccc(S(=O)(=O)N2CCCc3cc(NS(=O)(=O)c4cc(C)ccc4C)ccc32)cc1
 : 104.0	-0.2
#42 Cc1ccc(NC(=O)CSc2nc3c(c(=O)[nH]2)CCC3)cc1Cl
 : 109.0	0.4
#43 c1ccc(CSc2nnc3ccc(-c4ccc5c(c4)OCO5)nn23)nc1
 : 106.0	1.2
#44 CN1CCN(CC(O)COC(C(F)(F)F)C(F)(F)F)CC1 (stereo not given)
 : 101.0	-0.1
#45 C=C(C)C(=O)Nc1cc(NC(=O)C(=C)C)cc(C(=O)O)c1
 : 101.0	0.3
#46 COc1ccc(S(=O)(=O)c2cn(C)c3ccccc3c2=O)cc1
 : 98.0	-1.9
#47 CC1=C(C(=O)N2CCCCC2)C(c2ccc(N(C)C)cc2)C2=C(CCCC2=O)N1 (stereo not given)
 : 101.0	-0.3
#48 CCCc1nc2ccccc2c(C(=O)OCC(=O)NC2CC2)c1CC
 : 98.0	-1.2
#49 CC(C)NC(=O)c1ccccc1CCc1ccccc1
 : 98.0	-0.3
#50 O=S(=O)(N/N=C/c1ccsc1)c1ccc(Cl)s1
 : 106.0	1.1
#51 COc1ccc(Cl)cc1NC(=O)Cn1c(=O)c(-c2ccccc2NC(C)=O)nc2ccccc21
 : 102.0	-0.8
#52 CC(C)(C)C(=O)Cn1c(=O)n(-c2ccc(Cl)cc2)c(=O)c2c3c(sc21)CCCC3
 : 110.0	1.3
#53 CCOC(=O)C1CCCN(S(=O)(=O)c2ccc(-c3ccc(=O)[nH]n3)s2)C1 (stereo not given)
 : 101.0	-0.2
#54 COc1ccc(CCNC(=O)C(=O)NCC(c2cccs2)S(=O)(=O)c2ccccc2)cc1 (stereo not given)
 : 105.0	-0.5
#55 COc1ccc(NC(=O)c2ccc(O)cc2)cc1
 : 103.0	0.2
#56 Cc1c(C(=O)N2CCC3(CC2)OCCO3)sc2nc(-c3ccccc3)cn12
 : 102.0	0.2
#57 CCCCCn1c(=O)[nH]c2cc(C(=O)Nc3ccc(OC)c(OC)c3)ccc2c1=O
 : 106.0	0.2
#58 Oc1c(C(c2ccccc2Cl)N2CCCCC2)ccc2cccnc12 (stereo not given)
 : 100.0	-0.3
#59 CCOc1ccc(-c2csc3ncnc(Nc4cccc(O)c4)c23)cc1
 : 109.0	1.1
#60 Cc1ccc(NC(c2nnc(-c3ccccc3)o2)c2ccccc2F)c(Cl)c1 (stereo not given)
 : 110.0	1.6
#61 CCCC(=O)N(c1cccc(Cl)c1)C1C=CS(=O)(=O)C1 (stereo not given)
 : 100.0	-0.9
#62 O=C(c1ccc2nc(N3CCOCC3)sc2c1)N1CCCC1
 : 101.0	-0.1
#63 Nc1n[nH]c(CNC(=O)c2ccccc2)n1
 : 104.0	0.6
#64 O=C(COC(=O)c1cc[n+]([O-])cc1)Nc1ccc(Cl)c(C(F)(F)F)c1
 : 107.0	1.2
#65 Cn1nnc2c(N3CCCc4ccccc43)ncnc21
 : 102.0	0.1
#66 CCN(CC)c1ccc(C(=O)OCC(=O)N2CCCC2)cc1
 : 101.0	0.1
#67 CCCN(CCC)C(=S)NC1CC2C=CC1C2 (stereo not given)
 : 104.0	0.2
#68 CCOc1ccc(NC(=O)Cn2cc(C(=O)c3ccc(CC)cc3)c(=O)c3ccc(C)nc32)cc1
 : 113.0	1.2
#69 CC1CN(C(=O)CSc2ncnc3ccccc23)CC(C)O1 (stereo not given)
 : 101.0	-0.3
#70 C/C=C/C(=O)OCc1cc(=O)oc2cc(O)ccc12
 : 98.0	-0.3
#71 COc1ccc(Nc2cc(C(=O)NC3CCC(C)CC3)c3ccccc3n2)cc1OC (stereo not given)
 : 108.0	-0.2
#72 COc1ccc(OC)c(CNC(=O)c2cc3cc4ccc(OC)cc4nc3o2)c1
 : 111.0	0.7
#73 Cc1nn(Cc2ccccc2Cl)c2sc(C(=O)Nc3nccs3)cc12
 : 103.0	0
#74 Clc1cccc(-n2ncc3c(SCCN4CCCCC4)ncnc32)c1
 : 102.0	0
#75 Cc1cc(C)c2c(-n3cccc3)nn(Cc3ccc(C(=O)N4CCCC4)cc3)c2n1
 : 102.0	0.6
#76 Cc1ccc(CCNC(=O)c2cccc(Nc3nc4ccccc4nc3-n3nc(C)cc3C)c2)cc1
 : 104.0	-0.2
#77 CCOc1cc(CNC2CCN(Cc3ccccc3)C2)ccc1OCC(=O)N(C)C (stereo not given)
 : 101.0	-0.1
#78 COc1cccc(NC(=O)N(Cc2c[nH]c3ccccc23)C2CCCCC2)c1
 : 106.0	-0.4
#79 CC(=O)OC(C)(C)C(=O)/C=C/c1ccccc1
 : 101.0	0.4
#80 COc1ccc(-n2nnnc2C2CCN(S(=O)(=O)c3ccc(C(C)(C)C)cc3)CC2)cc1
 : 112.0	0.8

Compounds listed so far containing a CF3 group:
Results follow in this order: Polio RdRp inh	Polio RdRp inh FP z-score
#11 CC1CN=C(N(C(=O)Nc2ccccc2)c2ccc(OC(F)(F)F)cc2)S1 (stereo not given)
 : 102.0	-0.1
#44 CN1CCN(CC(O)COC(C(F)(F)F)C(F)(F)F)CC1 (stereo not given)
 : 101.0	-0.1
#64 O=C(COC(=O)c1cc[n+]([O-])cc1)Nc1ccc(Cl)c(C(F)(F)F)c1
 : 107.0	1.2

(continued)
Results follow in this order: Polio RdRp inh	Polio RdRp inh FP z-score
#81 CC1CCCN(S(=O)(=O)c2cccc3c(S(=O)(=O)N4CCCC(C)C4C)cccc23)C1C (stereo not given)
 : 92.0	-2.1
#82 CCOc1ccccc1CNC(=O)c1ccc(CS(=O)Cc2cccc(Cl)c2)o1 (stereo not given)
 : 109.0	0.5
#83 CCc1ccc(-n2nc3cc(C)c(NC(=O)c4cccc5ccccc45)cc3n2)cc1
 : 108.0	1.1
#84 N#Cc1c(-c2ccc(Cl)cc2)c2c([nH]c1=O)-c1ccccc1SC2
 : 72.0	-4
#85 CC(=O)Nc1cccc(-c2nn3c(C)nnc3s2)c1
 : 101.0	-0.1
#86 O=C(C1CCC1)N1CCN(c2cc(C(F)(F)F)nc3ccccc23)CC1
 : 99.0	-0.8
#87 O=C(O)CO/N=C/c1ccccc1
 : 98.0	-0.3
#88 COC(=O)c1cc(NC(=O)c2sc3ccccc3c2Cl)cc(C(=O)OC)c1
 : 108.0	0.4
#89 CCCOC(=O)c1ccc(NC(=O)Cc2csc(C)n2)cc1
 : 108.0	0.6
#90 CC(C(=O)NCc1ccc(F)cc1)n1sc2ccccc2c1=O (stereo not given)
 : 99.0	-1.5
#91 CCCN1Cc2cccc(C(=O)Nc3cc(C)cc(C)c3)c2C1=O
 : 106.0	0.3
#92 O=C(O)CN(Cc1ccccc1)S(=O)(=O)c1ccccc1
 : 102.0	0
#93 CCn1ncc(C2=NOC(C(=O)N3CCN(c4ccccc4)CC3)C2)c1C (stereo not given)
 : 104.0	1.3
#94 CSCCC(=O)Nc1ccc(Oc2cccc(C)c2)cc1
 : 113.0	1.3
#95 O=C(Nc1ccc(O)cc1)C1Cc2ccccc2CN1S(=O)(=O)c1cccs1 (stereo not given)
 : 104.0	0.5
#96 CCCCN(C)CCNC(=O)C1CCCN(S(=O)(=O)c2cccc3nsnc23)C1 (stereo not given)
 : 101.0	-1.6
#97 CS(=O)c1sc(C(=O)OCc2ccccc2)c2c1C(=O)CC(C)(C)C2 (stereo not given)
 : 105.0	0
#98 COc1ccc(OC)c(NC(=O)CCc2c(C)nc3c(-c4ccccc4)c(C)nn3c2C)c1
 : 111.0	1
#99 O=c1nccc(C(F)(F)C(F)(F)F)[nH]1
 : 96.0	-0.4
#100 C=C(C)CN=c1scc(-c2ccco2)n1/N=C/c1cccnc1
 : 106.0	0.5
#101 COc1cccc2c1Oc1nc(-c3ccccc3)nc(SCC(=O)N(C)c3ccccc3)c1C2
 : 102.0	0.1
#102 CCC(c1nnnn1Cc1ccccc1)N1CCN(c2cccc(C)c2C)CC1 (stereo not given)
 : 104.0	0.6
#103 Cc1ccc(-n2c(SCC(=O)NC3CC3)nc3ccccc3c2=O)c(C)c1
 : 102.0	0.5
#104 CN(C(=O)c1cccc(C#N)c1)c1nnc(C2CCOC2)s1 (stereo not given)
 : 103.0	0.3
#105 Nc1ccc(SC(C(F)(F)F)(C(F)(F)F)C(F)(F)F)cc1
 : 94.0	-0.5
#106 COc1ccc(N2CCN(S(=O)(=O)c3c(C)noc3/C=C/N3CCOCC3)CC2)cc1
 : 101.0	0.3
#107 CCOC(=O)/C(C#N)=C1/C=CC(Cl)=NN1
 : 103.0	0.5
#108 Cc1nc2ccccc2n1CC(=O)OCC(=O)C(C)(C)C
 : 96.0	-0.6
#109 COc1ccccc1Cn1c(=S)[nH]c2cc(C(=O)NCCN(C)C)ccc2c1=O
 : 104.0	1.5
#110 COc1cc2c(cc1OC)C(C(=O)Nc1ccccn1)C(c1cccnc1)N(C)C2=O (stereo not given)
 : 101.0	0.1
#111 COc1cccc(N=Cc2ccccc2O)c1
 : 102.0	0.6
